MT1-MMP txn act: MT1-MMP promoter transcription activation. hit rate 0.16% among 86,000. HT1080 MT1-MMP promoter luciferase reporter, luminescence, overnight; stronger effect = higher value. activation factor at 10 µM. AID 750;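 active = activation factor of at least 2 for MT1-MMP transcription at 10 µM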
CD11b adhes enh: CD11b/CD18-fibrinogen binding enhancement | P05107+P11215 | K562 CD11b/CD18 adhesion to fibrinogen, ATPlite luminescence | activation, % at 10 µM | hit rate 0.07% among 93,000 | AID 1499;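 active = 10 µM primary screen giving 50% or more activity, confirmed by 40% or more on retest at that dose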; note: strong numbers were not always called active
ERa coact inh: ER-alpha (human) coactivator binding inhibition. TR-FRET ER-alpha LBD / SRC-1 peptide, estradiol-bound. P03372. AID 629. inhibition, % at 25.6 µM. hit rate 1.7% among 86,000; in the data active = inhibition above about 50%;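 note: 0% = receptor plus peptide control and 100% = peptide only without receptor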
Target sequence (P03372 whole entry, looked up, the tested form may be a part): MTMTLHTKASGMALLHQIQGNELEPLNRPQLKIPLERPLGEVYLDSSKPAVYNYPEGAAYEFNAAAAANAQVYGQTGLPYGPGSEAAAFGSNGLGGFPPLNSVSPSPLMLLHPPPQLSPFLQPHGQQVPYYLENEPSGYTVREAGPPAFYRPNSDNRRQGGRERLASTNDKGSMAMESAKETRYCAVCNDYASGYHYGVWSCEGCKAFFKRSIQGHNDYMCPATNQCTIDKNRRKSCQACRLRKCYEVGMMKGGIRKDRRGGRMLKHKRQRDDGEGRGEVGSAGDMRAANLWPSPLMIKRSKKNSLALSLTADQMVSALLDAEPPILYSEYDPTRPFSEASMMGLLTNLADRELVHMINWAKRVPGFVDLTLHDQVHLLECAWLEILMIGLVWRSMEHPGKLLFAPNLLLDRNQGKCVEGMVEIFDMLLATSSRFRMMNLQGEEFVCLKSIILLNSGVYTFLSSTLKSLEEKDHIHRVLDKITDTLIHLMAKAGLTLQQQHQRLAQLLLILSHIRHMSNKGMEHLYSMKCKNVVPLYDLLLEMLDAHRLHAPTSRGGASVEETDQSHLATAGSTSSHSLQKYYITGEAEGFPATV
H69AR growth 86K: growth inhibitors of human H69AR lung tumor cells. H69AR lung tumor viability, ATP luminescence, 72 h; stronger effect = lower value. viability, % at 10 µM. hit rate 6% among 85,000. AID 598;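 active = viability at or below 40%; inactive = viability above 40%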;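 note: multidrug resistant small cell line overexpressing MRP-1 efflux transporter; 100% = mean luminescence of untreated control wells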
ERa coact pot: ER-alpha (human) coactivator binding potentiation | P03372 | TR-FRET ERalpha-LBD/SRC-Cy5 coactivator binding, 2 h; 100 = basal binding, no effect | coactivator binding (% of control), % at 25.6 µM | hit rate 1.3% among 86,000; in the data active = activity above about 200%;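 note: binding measured in presence of low estradiol as agonist stimulus; 0% = peptide alone without receptor and 100% = receptor with peptide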
Smad3 FoxH1 inh: inhibitors of human Smad3 transcription factor binding. TR-FRET Smad3/Dy647-FoxH1 peptide binding, europium anti-His. inhibition, % at 25 µM. hit rate 0.29% among 88,000;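 active = compounds that reduce the energy-transfer binding signal between the protein and its labelled peptide by more than half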;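 note: 0% = Smad3 plus labelled peptide maximal FRET and 100% = peptide-only background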
Target sequence (P84022 whole entry, looked up): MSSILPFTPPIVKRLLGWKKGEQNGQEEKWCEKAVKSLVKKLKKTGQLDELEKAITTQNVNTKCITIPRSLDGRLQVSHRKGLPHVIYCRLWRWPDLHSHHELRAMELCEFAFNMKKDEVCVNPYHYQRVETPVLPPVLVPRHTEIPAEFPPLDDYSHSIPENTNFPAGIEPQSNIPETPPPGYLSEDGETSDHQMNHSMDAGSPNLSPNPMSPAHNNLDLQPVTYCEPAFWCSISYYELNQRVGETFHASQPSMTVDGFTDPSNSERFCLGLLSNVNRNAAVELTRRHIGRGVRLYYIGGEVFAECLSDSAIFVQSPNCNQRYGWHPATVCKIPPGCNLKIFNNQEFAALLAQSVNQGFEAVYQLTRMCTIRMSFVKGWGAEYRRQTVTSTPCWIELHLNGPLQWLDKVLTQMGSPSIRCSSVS
ERb coact inh: ER-beta (human) coactivator binding inhibition. hit rate 1.3% among 86,000. AID 633. inhibition, % at 25.6 µM. TR-FRET ER-beta LBD / SRC1-Cy5 peptide binding; receptor agonist-loaded with 1 µM estradiol;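 active = compounds whose percent inhibition of the receptor-coactivator binding signal exceeds about 50% in the single-dose screen, limit read from the data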;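 note: 0% = receptor plus peptide wells without compound and 100% = peptide-only wells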
HUVEC inhibit: blocks proliferation of human endothelial cells; HUVEC proliferation, CellTiter-Glo luminescence, 72 h; stronger effect = lower value; viability, % at 10 µM (by protocol); hit rate 1.1% among 86,000; AID 648;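 active = viability at or below 30%; inactive = viability above 30%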;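 note: 100% = median luminescence of DMSO-only cell control wells on each plate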
Fibroblast inh: blocks proliferation of human lung fibroblasts; LL 47 human lung fibroblast viability, ATP luminescence; stronger effect = lower value; viability, % at 10 µM; hit rate 1.1% among 85,000;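 active = viability at or below 50% in the single dose screen; inactive = viability above 50%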;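 note: compound exposure lasted 72 h before the ATP readout; 100% = median luminescence of untreated cell-only wells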
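Signal: luminescent ATP detection, CellTiter-Glo; assay system: LL 47 human lung fibroblasts; input: 1,150 cells/well; incubation: overnight cell rest, 72 h compound treatment at 37 °C; measure: % viability versus median cells-only luminescence; medium: IMEM growth medium with 15% fetal bovine serum; dosing: compound addition at 0.1% DMSO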
An asterisk follows results filed as active; . = no result given; [ ] = another dose, or the depositor's remark.

item	compound	MT1-MMP txn act	Smad3 FoxH1 inh	H69AR growth 86K	ERa coact pot	ERa coact inh
1	Cc1nc2ccc(S(=O)(=O)Nc3ccccc3C)cc2s1	1.1	6	33*	92[fluorescence artefact?]	-2
2	O=c1c2c3c(sc2nc2n1CCCCC2)CCC3	1.5	12	83	90	11[fluorescence artefact?]
3	Cc1ccc(SCCNC(=O)c2ccccc2)cc1	1.1	-6	94	108	1
4	O=C(Oc1cccc(N2C(=O)CCC2=O)c1)C1CC(=O)N(c2ccc(F)cc2)C1 (centres undefined)	1	-12	99	81	6
5	COc1cccc(Cn2nnc(C(=O)Nc3cc(C)ccc3OC)c2N)c1	1.2	7	79	103	6
6	COc1cccc(N2C(=O)CC(N3CCN(C(=O)c4ccco4)CC3)C2=O)c1 (centres undefined)	1.1	-1	102	111	-1
7	O=C(Nc1cccnc1)c1cn(-c2ccccc2)nc1-c1cccs1	1.1	0	59	92	-7
8	O=C(c1cc(Cl)ccc1Cl)N1CCN(c2ccccn2)CC1	1	-1	91	124	-38

item	ERb coact inh	CD11b adhes enh	HUVEC inhibit	Fibroblast inh
1	2	-4	67	91
2	4[fluorescence artefact?]	-3	88	90
3	-7[fluorescence artefact?]	.	91	92
4	6[fluorescence artefact?]	2	102	103
5	-4	2	72	87
6	3	4	95	94
7	2	-2	66	98
8	-1	1	88	96

Taken from the results shown for reference:
item	compound	MT1-MMP txn act	Smad3 FoxH1 inh	H69AR growth 86K	ERa coact pot	ERa coact inh
7	O=C(Nc1cccnc1)c1cn(-c2ccccc2)nc1-c1cccs1	1.1	0	59	92	-7
8	O=C(c1cc(Cl)ccc1Cl)N1CCN(c2ccccn2)CC1	1	-1	91	124	-38

item	ERb coact inh	CD11b adhes enh	HUVEC inhibit	Fibroblast inh
7	2	-2	66	98
8	-1	1	88	96

The list continues.
item	compound	MT1-MMP txn act	Smad3 FoxH1 inh	H69AR growth 86K	ERa coact pot	ERa coact inh
9	NC(=O)C1(N2CCCCC2)CCN(CC(=O)Nc2cc(Cl)ccc2Cl)CC1	1.2	-2	93	101	1
10	COc1ccccc1N1CCN(c2ncnc3nc[nH]c23)CC1	.	2	87	113	-5
11	CC(=O)Nc1ccc(C2(O)COc3ccccc3O2)cc1 (centres undefined)	1.5	1	94	78	27[fluorescence artefact?]
12	Cc1ccc(N2C(=O)c3ccc(N)cc3C2=O)cc1	1.9	5	102	124[fluorescence artefact?]	1
13	COc1ccc(NC(=O)CSc2nnc(-c3ccccn3)n2Cc2ccco2)cc1OC	1.1	9	92	91	2
14	O=C(CN1C2=NCCN2c2ccccc21)C12CC3CC(CC(C3)C1)C2	1.3	-2	35*	112	-1
15	COc1cccc(C2CC(C(F)(F)F)n3ncc(C(=O)O)c3N2)c1 (centres undefined)	1.2	6	108	120	-5
16	CCCCn1c(SCC(=O)NCCOC)nc2ccc(N3CCOCC3)cc2c1=O	1.2	4	97	93	7

item	ERb coact inh	CD11b adhes enh	HUVEC inhibit	Fibroblast inh
9	-1	.	98	99
10	-11	2	102	93
11	34	6	97	98
12	-3	-3	77	97
13	-14	.	88	99
14	-10	-3	52	96
15	7[fluorescence artefact?]	-4	101	108
16	4	.	90	99

More results.
item	compound	MT1-MMP txn act	Smad3 FoxH1 inh	H69AR growth 86K	ERa coact pot	ERa coact inh
17	Cc1cc(C)n(CC(O)COc2cccc(OCC(O)Cn3nc(C)cc3C)c2)n1 (centres undefined)	1.1	11[fluorescence artefact?]	110	100	4[fluorescence artefact?]
18	O=C(NC(Cc1ccccc1)C(=O)O)c1ccc(S(=O)(=O)N2CCCC2)cc1 (centres undefined)	1	0	108	150[fluorescence artefact?]	-2
19	CCN1CCc2nc(NC(=O)Cc3ccc4c(c3)OCCO4)sc2C1	1.1	8[fluorescence artefact?]	88	60	54*
20	C=CCn1c(-c2ccc(C)cc2)nc2ccccc21	.	12	90	102	0
21	COc1ccc(OC)c2sc(NC(=O)C3=COCCO3)nc12	1.2	3	79	106	-3
22	CC(C)(C)NC(=O)Cn1nnc(-c2ccccc2Cl)n1	1.8	-1	101	120	7[fluorescence artefact?]
23	Cn1nnnc1SCc1cc(=O)n2ccsc2n1	1.1	4	94	116	4
24	Cc1ccc(C(c2sc3ncnn3c2O)N2CC(C)CC(C)C2)cc1 (centres undefined)	1.1	11	99	149[fluorescence artefact?]	5

item	ERb coact inh	CD11b adhes enh	HUVEC inhibit	Fibroblast inh
17	14[fluorescence artefact?]	2	101	106
18	-6	7	93	101
19	19	-1	100	101
20	8	0	101	102
21	-7	-2	89	93
22	4[fluorescence artefact?]	-2	92	108
23	7	1	96	101
24	-10	2	101	105

Later entries:
item	compound	MT1-MMP txn act	Smad3 FoxH1 inh	H69AR growth 86K	ERa coact pot	ERa coact inh
25	COc1ccc(S(=O)(=O)N(C)CC(=O)O)c2ccccc12	1.2	4	95	105	-5
26	O=C(NCCO)c1nc2ccccc2s1	1.4	8	89	109	-6
27	COc1ccc(NC(=O)Nc2ccccc2OC)cc1	1.4	4	84	113	-4
28	CCN1C(=O)C(O)(C2COC(C)(C)CC2=O)c2cc(Br)ccc21 (centres undefined)	1	-6	.	107	-1
29	N#Cc1ccccc1-n1c(N)c(C(=O)N2CCCC2)sc1=S	1	-4	90	80	2
30	NC(=O)NC(=O)COC(=O)CCCc1c[nH]c2ccccc12	1.3	9	91	102	3
31	O=S(=O)(Nc1nc2ccccc2nc1NCCO)c1cccc(Cl)c1	1	5	92	114	-5
32	O=C(CN1CCN(c2ncccn2)CC1)NCc1ccccc1	.	2	106	116	-2

item	ERb coact inh	CD11b adhes enh	HUVEC inhibit	Fibroblast inh
25	-6	-6	95	86
26	-11	.	92	95
27	-5	-6	95	97
28	-2	-2	60	80
29	-1	.	92	100
30	1[fluorescence artefact?]	.	90	98
31	27[fluorescence artefact?]	-1	108	97
32	-7	-3	110	106

(further entries)
item	compound	MT1-MMP txn act	Smad3 FoxH1 inh	H69AR growth 86K	ERa coact pot	ERa coact inh
33	Cc1nonc1NC(=O)Nc1cccnc1	1.1	-6	92	86	-12
34	Cc1cc(C)nc(SCCCn2c(=O)[nH]c3ccccc32)n1	1.2	3[fluorescence artefact?]	100	111	-5
35	CC1(C)CC(=O)c2c(nc3ccccc3c2N)C1	1	-6	92	107[fluorescence artefact?]	-2
36	O=C(NC1CCCCCC1)c1ccc(N2CCCC2=O)cc1	1.3	6	83	128	-9
37	CCOC(=O)C1CCCN(C(=O)C2CC(=O)N(c3ccc(C)cc3)C2)C1 (centres undefined)	1.3	-3	.	115	3
38	O=C(CSc1nc(-c2cccs2)cc(C(F)(F)F)n1)NCc1ccco1	1.2	-2	86	111	2
39	CCOc1ccc(NC(=O)CCS(=O)(=O)c2ccc3c(c2)CCCN3C(C)=O)cc1	1.3	5	86	117	-10
40	Cn1c(SCc2nc3ccccc3[nH]2)nnc1-c1cccs1	1	-3	89	127	0

item	ERb coact inh	CD11b adhes enh	HUVEC inhibit	Fibroblast inh
33	-7	.	107	109
34	-9	96	89	91
35	-5	3	97	98
36	-7	-3	88	91
37	0	4	95	92
38	5	-2	87	96
39	-4[fluorescence artefact?]	4	96	95
40	-2	-5	94	97

Some entries already given, limited to ERb coact inh and CD11b adhes enh:
No.	SMILES	ERb coact inh	CD11b adhes enh
33	Cc1nonc1NC(=O)Nc1cccnc1	-7	.
34	Cc1cc(C)nc(SCCCn2c(=O)[nH]c3ccccc32)n1	-9	96
35	CC1(C)CC(=O)c2c(nc3ccccc3c2N)C1	-5	3
36	O=C(NC1CCCCCC1)c1ccc(N2CCCC2=O)cc1	-7	-3
37	CCOC(=O)C1CCCN(C(=O)C2CC(=O)N(c3ccc(C)cc3)C2)C1 (centres undefined)	0	4

Continued:
item	compound	MT1-MMP txn act	Smad3 FoxH1 inh	H69AR growth 86K	ERa coact pot	ERa coact inh
41	COc1ccc(CNC(=O)C2COc3ccccc3O2)c(OC)c1 (centres undefined)	1.5	6	91	98	0
42	CCOc1ccc(NC(=O)c2ccc(N)cc2)cc1	0.8	-7	77	118	-10
43	N#CCC(=O)NCCCOC(=O)Nc1ccc(Cl)c(Cl)c1	1	1	92	94[fluorescence artefact?]	-7
44	Cn1nnnc1SCc1cn2cccnc2n1	1.1	2	97	191	-2
45	CCNC(=O)c1ccccc1-c1nc(-c2ccccc2Cl)no1	1.1	5	95	122	6
46	CCc1ccc(NC(=O)CSc2nnc(-c3cccs3)n2CC)cc1	1.1	3	101	94	11
47	Cc1cc(Oc2ccccc2F)nc(NCc2ccccc2)n1	1.1	-1	41	122	-8
48	CC1CCCN(C(=O)CSCC(=O)N=c2sc3ccccc3n2C)C1 (centres undefined)	.	10	93	102	-1

item	ERb coact inh	CD11b adhes enh	HUVEC inhibit	Fibroblast inh
41	3	1	97	104
42	3	.	97	99
43	-4	-1	85	91
44	7[fluorescence artefact?]	.	102	97
45	-18[fluorescence artefact?]	0	94	104
46	-3	-6	103	101
47	2	-7	95	84
48	-2	-5	88	98

(continued)
item	compound	MT1-MMP txn act	Smad3 FoxH1 inh	H69AR growth 86K	ERa coact pot	ERa coact inh
49	COc1ccc(NC(=O)CC2C(=O)N(c3ccc(OC)cc3)C(=O)N2C(C)C)cc1 (centres undefined)	1	-24	115	108	-8
50	O=S(=O)(NCc1ccc2c(c1)OCO2)c1cccc(S(=O)(=O)N2CCOCC2)c1	1	4	93	90	8
51	NC(=O)c1cc(Cl)cn(-c2ccccc2)c1=O	1.2	-2	66	127[fluorescence artefact?]	-7[fluorescence artefact?]
52	Brc1cccc(OCCn2ccnc2)c1	1.1	4	96	126	-5
53	CCCC(c1nnnn1C1CCCCC1)N1CCN(C2CCCC2)CC1 (centres undefined)	1.2	-10	95	119[fluorescence artefact?]	1
54	COC(=O)CCN(C(=O)C1C2CC3CC(C2)CC1C3)c1ccccn1 (centres undefined)	1.1	-8	95	111	-6
55	Cc1cccc(-c2nc(CSCC(=O)N3CCN(c4ccccn4)CC3)c(C)o2)c1	1.1	1	86	98	-7[fluorescence artefact?]

item	ERb coact inh	CD11b adhes enh	HUVEC inhibit	Fibroblast inh
49	-13	-4	108	110
50	1[fluorescence artefact?]	0	108	103
51	0	-4	103	102
52	10	-2	89	95
53	-2	0	87	94
54	-13	4	95	100
55	-7[fluorescence artefact?]	.	84	99

From PubChem

Not all compounds are listed; rates above refer to the full screens.
